VHR inh abs – DUSP3 (human) phosphatase inhibition; P51452; recombinant VHR phosphatase, pNPP absorbance; inhibition, % at 13.3 µM; 290,000 tested, 0.52% active; AID 1654; in the data active = inhibition above about 50%; also: some compounds called inactive have numbers as strong as hits
Target sequence (P51452 whole entry, looked up): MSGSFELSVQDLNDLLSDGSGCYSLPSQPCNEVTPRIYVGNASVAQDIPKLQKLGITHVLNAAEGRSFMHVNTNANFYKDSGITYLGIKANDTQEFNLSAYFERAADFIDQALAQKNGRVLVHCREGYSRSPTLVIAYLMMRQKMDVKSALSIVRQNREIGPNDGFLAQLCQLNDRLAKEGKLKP
BoNT-A LC inh2 – inhibitors of Botulinum neurotoxin A light chain protease. multiplex microsphere protease substrate cleavage, flow cytometry. inhibition, % at 10 µM. 360,000 tested, 0.17% active. AID 588499; also: plate controls were buffer without enzyme for full effect and enzyme alone for no effect
CCHF vOTU inh – blocks the CCHF virus ovarian tumor domain protease. AID 651958. CCHFV vOTU protease, Pep-AMC fluorescence. 370,000 tested, 0.55% active. inhibition, % at 11.5 µM; in the data active = inhibition above about 30%; also: 0% = vehicle wells with enzyme and 100% = no enzyme wells
PrPC TRFRET – inhibitors of human cell surface prion protein PrPC; P04156; TR-FRET read-out; inhibition, % at 13.8 µM; 370,000 tested, 0.43% active; in the data active = inhibition above about 24%; also: 0% = median of the test wells and 100% = reference compound wells
MazEF act – MazEF (E. coli) toxin RNase activation; 350,000 tested, 0.32% active; activation, % at 20 µM; AID 504720; P0AE70; FAM/BHQ RNA-DNA oligo cleavage fluorescence, 5 h; in the data active = activation above about 50%
Target sequence (P0AE70 whole entry, looked up): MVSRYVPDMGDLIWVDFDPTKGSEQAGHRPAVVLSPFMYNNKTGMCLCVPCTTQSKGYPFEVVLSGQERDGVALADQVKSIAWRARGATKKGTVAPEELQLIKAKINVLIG
PriA SSB inh – inhibitors of Klebsiella pneumoniae PriA binding to SSB C-terminal tail; AlphaScreen SSBct-PriA binding, biotinylated peptide; inhibition, % at 33 µM; 430,000 tested, 0.6% active; in the data active = inhibition mostly above about 37%, no sharp cut-off; inactive = mostly below about 20%;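 also: plate controls were negative control peptide for no effect and reference peptide for full effect; strong numbers were not always called active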
Anthrax LF prot – inhibitors of Bacillus anthracis lethal factor protease | P15917 | inhibition, % at 10 µM | multiplex microsphere protease cleavage assay, LF | 360,000 tested, 0.12% active; also: plate controls were buffer without enzyme for full effect and enzyme alone for no effect
BoNT-F LC inh – BoNT F light chain protease inhibition; 360,000 tested, 0.22% active; Multiplex microsphere protease cleavage assay, flow cytometry; inhibition, % at 10 µM; in the data active = inhibition above about 35%, passing the limit was not always enough; inconclusive = no clear call, values can overlap the other calls; also: plate controls were buffer without enzyme for full effect and enzyme alone for no effect
Rv3671c inh – inhibitors of M. tuberculosis serine protease Rv3671c; AID 2606; inhibition, % at 5.96 µM; 320,000 tested, 0.048% active; in the data active = inhibition above about 38%;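 also: extracellular domain of Rv3671c used as enzyme; 0% = enzyme with DMSO and 100% = no enzyme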
Target sequence (P9WHR9 whole entry, looked up, the tested form may be a part): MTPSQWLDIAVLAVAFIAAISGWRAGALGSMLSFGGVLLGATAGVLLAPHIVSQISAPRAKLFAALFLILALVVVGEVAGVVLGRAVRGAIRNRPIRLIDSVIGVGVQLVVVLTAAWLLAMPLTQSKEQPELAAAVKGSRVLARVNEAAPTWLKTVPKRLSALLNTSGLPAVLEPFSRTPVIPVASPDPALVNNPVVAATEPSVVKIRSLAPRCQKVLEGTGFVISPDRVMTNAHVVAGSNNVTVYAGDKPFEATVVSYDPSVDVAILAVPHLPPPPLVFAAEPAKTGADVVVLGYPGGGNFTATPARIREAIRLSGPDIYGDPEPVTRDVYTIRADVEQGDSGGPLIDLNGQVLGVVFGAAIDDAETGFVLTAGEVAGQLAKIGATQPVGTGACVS
3CLpro inhibitor – SARS-CoV 3CLpro protease inhibition. 290,000 tested, 0.14% active. P0C6X7. recombinant SARS-CoV 3CLpro, quenched FRET peptide cleavage. inhibition, % at 6 µM. AID 1706; in the data active = inhibition above about 12%
* = called active by the depositor; ? = inconclusive; / = not tested or not shown; & = joins results of further samples. Rule as the data show it, unless noted: active = inhibition above about 30%; inconclusive = no clear call, values can overlap the other calls; inactive = below that. Not all compounds are listed; count on the stated rates, not on these rows.

Every second line gives: VHR inh abs	BoNT-A LC inh2	CCHF vOTU inh	PrPC TRFRET	MazEF act	PriA SSB inh	Anthrax LF prot	BoNT-F LC inh	Rv3671c inh	3CLpro inhibitor
CC(C)C(=O)Nc1nnc(S(=O)(=O)N(C)c2ccc(Cl)cc2)s1
→ -8	-0.7	-2	3	-7	-6	-19	0	/	6
O=c1[nH]c(Cc2ccccn2)nc2scc(-c3ccccc3Cl)c12
→ 26	1.3	7	26*	4	1	0	6	0	8
CCc1cccc(NC(=O)CCCCCC2NC(=O)NC2C)c1 (centres undefined)
→ 16	1.9	8	4	-2	1	-4	5	3	1
CC(C)C(NC(=O)CSCc1ccc([N+](=O)[O-])cc1)C(C)C
→ 12	-1.3	8	-5	-5	7	-2	-8	-2	6
COC(=O)c1ccc(Nc2cc(C)nc3ccc(C)cc23)cc1
→ 5	-0.6	3	-6	4	-7	-2	-2	4	-5
O=C1C(Cc2ccccc2)NC(=S)N1Cc1ccccc1 (centres undefined)
→ 4	-0.2	-2	0	-2	-10	1	-6	-9	0
N/C(=N\OC(=O)CCC1CCCC1)c1ccccc1
→ 17	-0.4	-9	3	11	/	-3	-2	-6	4
O=C(Nc1ccc(F)cc1)OCCN1CCN(Cc2ccccc2)CCC1=O
→ -7	0.0	3	6	1	8	8	-4	-1	-2
CCCN(CCC)S(=O)(=O)c1ccc(C(=O)NNc2nc(-c3ccccc3)c3cc(Br)ccc3n2)cc1
→ -2	1.4	13	-5	3	3	-1	2	-28	-6
Cc1nc2c(ccc3nc(NC(=O)Cc4cccc5ccccc45)sc32)s1
→ 0	0.0	5	-1	-26	-10	2	-4	-161	-3
COc1ccccc1CCNC(C)CCc1ccc(O)cc1 (centres undefined)
→ 21	-1.6	-4	4	3	-3	3	0	-5	-5
COc1ccc(-c2c(C#N)c(N)nc3c2CCCCCC3)cc1OC
→ 6	-0.2	-12	5	2	-1	4	-7	7	1
COc1ccccc1NC(C)C(=O)N/N=C/c1ccccc1OCc1cccc(Br)c1 (centres undefined)
→ -7	-1.0	-11	-2	-14	/	-4	-2	-13	6
COc1ccccc1NC(=O)COC(=O)c1ccc2ccccc2n1
→ /	-0.3	-5	-2	-4	-3	-4	-11	5	/
O=C1C2ON(c3ccccc3)C(c3cccnc3)C2C(=O)N1Cc1ccccc1 (centres undefined)
→ 32	-1.0	0	9	2	-1	-7	-4	-4	-3
O=C(N1CCOCC1)C1(c2ccc(Cl)cc2)CCCC1
→ 21	0.3	6	1	6	-21	-6	0	4	6
CC(C)NS(=O)(=O)c1ccc(OCC(=O)Nc2cccc(F)c2)cc1
→ 35	-1.1	14	7	4	-12	1	-7	3	1
O=C(O)c1[nH]c(=O)[nH]c(=O)c1F
→ 19	-1.3	-4	3	6	-16	-8	0	2	3
COc1ccccc1-c1nnc(SCC(=O)N2CCC(C)CC2)o1
→ -2	-1.2	7	6	1	2	-2	-16	4	-1
CC(C)CCN(C(=O)CNC(=O)c1ccco1)C(C(=O)NC1CCCCC1)c1ccco1 (centres undefined)
→ 13	0.6	8	-8	4	-11	-2	-1	-1	-5
CC(C)CN(CC(C)C)c1ccc(C=C2C(=O)NC(=S)NC2=O)cc1[N+](=O)[O-]
→ 24	-0.8	11	-3	-7	24	-4	-10	-7	9
COc1ccc(CNC(=O)Oc2ccccc2)cc1Cl
→ -23	-0.9	5	-5	-2	-18	-6	-14	-11	2
NCCc1nnc(SCC(=O)c2ccc(Cl)cc2)o1
→ 21	?	-7	1	-5	-5	-13	?	7	4
O=C(c1cccc(S(=O)(=O)N2CCOCC2)c1)N1CCN(C/C=C/c2ccccc2)CC1
→ /	-0.4	15	6	-3	-5	-10	-3	-7	/
CC(=O)NNc1nc(-c2ccc(NC(C)=O)cc2)cs1
→ 1	-0.3	-13	-6	4	4	0	-4	5	1
O=S(=O)(c1ccccc1F)N(Cc1ccco1)Cc1nnc(-c2ccccc2Br)o1
→ 23	0.1	4	-2	3	-8	-3	4	/	7
O=C(Nc1nc(-c2ccccc2)c(-c2ccccc2)s1)c1ccc(S(=O)(=O)N2CCCC2)cc1
→ -1	3.1	19	-2	-13	-7	-4	1	2	-2
COc1ccc(C2C=C(C)Oc3c2c(=O)oc2ccccc32)cc1OC (centres undefined)
→ /	-0.4	14	-2	8	/	-4	3	/	/
O=c1c2ccccc2nc(-c2ccccc2)n1Cc1ccco1
→ -12	0.8	-5	-4	-4	0	3	0	-2	0
Cc1ccc2c(c1)[nH]c1c(N3CCN(Cc4ccccc4)CC3)ncnc12
→ 3	1.0	-16	30*	-4	26	-4	-7	1	-2
COc1cccc(CN2CCNC(=O)C2CC(=O)NCCc2cccc(C)n2)c1OC (centres undefined)
→ 22	0.0	-14	8	-3	-9	-1	3	0	-1
CCC(C)[C@H]1COCCS(=O)(=O)N1Cc1ccc(Br)cc1 (some centres undefined)
→ 24	-0.4	11	3	3	-42	-3	2	-14	1
O=C(c1ccco1)N1CCN(S(=O)(=O)c2cccc(Cl)c2)CC1
→ -3	2.5	6	4	-1	-6&-3&-2	11	-3	-6	-2
O=C(CSCc1ccc(Br)cc1)NC1CC1
→ 12	0.1	1	4	1	-2	2	-6	-7	1
O=C(Cn1ncc2c(=O)oc3ccccc3c21)NCCCN1CCCC1=O
→ 12	-0.8	3	5	3	-7	-10	0	15	-7
CN(C)S(=O)(=O)c1ccc(Cl)c(NC(=O)CN2C(=O)NC(C)(C3CC3)C2=O)c1 (centres undefined)
→ 1	-0.4	-5	3	4	-3	-6	-6	-7	0
CCOC(=O)c1cnc2c(C#N)c(C)nn2c1-c1ccccc1
→ 29	1.0	11	6	-561	3	-6	2	-8	-1
CCOc1cc(/C=N/Nc2cc(C)nc(-n3nc(C)cc3C)n2)ccc1O
→ 16	-1.1	-5	-2	-31	/	-2	-7	1	0
COc1cccc(NC(=O)NCc2ccccc2F)c1
→ 31	0.5	6	0	-4	-2	0	0	1	2
Cn1c(N)c(C(=O)COC(=O)c2ncc(Cl)c(Cl)c2Cl)c(=O)n(C)c1=O
→ 32	-0.7	-1	1	-7	-23	-8	-6	0	5
Cc1[nH]c2ccccc2c1CN1CCC(Cc2ccccc2)CC1
→ 15	-0.2	0	-5	-6	11	-9	-2	15	-5
CCOC(=O)c1cnc(Cc2ccccc2)[nH]c1=O
→ 30	4.2	-6	0	11	-14	5	-26	-5	-1
COc1cc(CCC(=O)OCC(=O)Nc2nc(C)c(Cl)cc2Cl)cc(OC)c1OC
→ 0	0.2	7	-7	2	-21	-6	1	-1	-2
CCOc1ccc(CN(C)C(=O)CCN2C(=O)c3ccccc3C2=O)cc1OC
→ 15	1.9	2	-8	12	-12	2	-3	-4	3
CN(C)C(=O)CSc1nc(SCC(=O)N(C)C)n(-c2ccccc2)n1
→ 3	0.2	5	-4	-1	-7	-1	-8	3	2
COc1ccc(Cn2nnnc2C(c2ccc3ncccc3c2)N2CCN(C3CCCCC3)CC2)cc1 (centres undefined)
→ 21	-0.3	5	-11	7	-19	1	-1	-7	0
CC1=C(C(=O)Nc2ccccc2)C(c2ccncc2)C(C#N)=C(SCC(=O)NC2CC2)N1 (centres undefined)
→ 30	-0.9	6	-10	-14	-18	-3	4	11	0
COc1ccc(CCNS(=O)(=O)c2ccc(-n3cnnn3)cc2)cc1OC
→ 23	-1.4	10	7	13	0	1	0	-4	2
Cc1ccc(C(=O)c2ccc(N3CCN(C)CC3)c([N+](=O)[O-])c2)cc1
→ 0	-0.9	0	-10	1	17	0	-5	1	3
O=C(CC1NCCNC1=O)OCCCc1ccccc1 (centres undefined)
→ 21	-0.3	-6	0	3	-9	1	-3	-6	-8
CCNc1nc(NCC)n2c(SCC(=O)Nc3ccc(CC)cc3)nnc2n1
→ /	-1.6	/	/	2	5	-4	-8	12	/
c1ccc2[nH]c(-c3cnco3)cc2c1
→ -4	3.8	-8	-4	1	-1	8	-10	-11	-10
CCCCC(=O)Nc1ccc(NC(=O)c2ccc([N+](=O)[O-])cc2Cl)cc1OC
→ -4	0.9	1	-12	13	-6	-1	0	2	4
COc1ccc(N(CC(O)Cn2c(C)nc3ccccc32)S(=O)(=O)c2ccc(C)cc2)cc1 (centres undefined)
→ 7	1.0	-6	-8	2	-8	0	0	-7	-7
Cc1ccc(C)n1CCN1CCN(C(=O)CSc2nc3ccccc3nc2N2CCOCC2)CC1
→ -12	3.6	2	-7	-6	-22	5	0	-3	3
O=C(NCCC1=CCCCC1)C(=O)NCC(c1ccco1)N1CCN(c2ccc(F)cc2)CC1 (centres undefined)
→ 1	0.9	-10	10	-3	-23&-10	6	8	-5	-5
O=C1CCC(=O)c2oc3ccccc3c2N1
→ 25	0.5	4	0	-6	-21	-2	-7	8	2
NC(=O)C1=C(N)c2ccccc2C1c1ccccc1 (centres undefined)
→ /	-0.1	0	-13	2	-7	4	0	/	/
C[N+](C)(CCOc1ccccc1)Cc1ccccc1 (tested in a mixture with another compound)
→ -9	-5.7	8	-3	-3	/	-4	-3	-1	0
CC(C)N(CCCNC(=O)c1nn(C)c2c1CS(=O)(=O)c1ccccc1-2)Cc1ccccc1
→ 7	-1.7	-1	0	-9	-2	-2	1	9	-4
CC(C)(C)c1ccccc1NC(=O)Nc1nc(C(N)c2ccccc2Cl)cs1 (centres undefined)
→ /	0.2	11	11	/	/	6	-10	/	/
Cc1cc(NC(=O)c2ccco2)sc1C
→ /	0.0	9	0	6	-8	-4	-8	-6	/

Pulled by structure from above:
Every second line gives: VHR inh abs	BoNT-A LC inh2	CCHF vOTU inh	PrPC TRFRET	MazEF act	PriA SSB inh	Anthrax LF prot	BoNT-F LC inh	Rv3671c inh	3CLpro inhibitor
Cc1ccc(C(=O)c2ccc(N3CCN(C)CC3)c([N+](=O)[O-])c2)cc1
→ 0	-0.9	0	-10	1	17	0	-5	1	3
O=C(NCCC1=CCCCC1)C(=O)NCC(c1ccco1)N1CCN(c2ccc(F)cc2)CC1 (centres undefined)
→ 1	0.9	-10	10	-3	-23&-10	6	8	-5	-5
O=C1CCC(=O)c2oc3ccccc3c2N1
→ 25	0.5	4	0	-6	-21	-2	-7	8	2

Bioassay records (PubChem BioAssay)
